Screens from PubChem.
p53null 32C tox = selectivity test: cytotoxicity in p53 null cells, permissive temperature | H1299-neo p53 null cells, ATP luminescence, 24 h, 32C | Potency, µM (titrated, usually from 46.1 µM), without a hit: at the highest dose activity change, negative = cytotoxicity, actives largely listed as cytotoxic | hit rate 0.62% among 55,000 | AID 903;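 also: 0% = DMSO only and -100% = full killing by 100 µM tamoxifen; nearly all actives have a fitted effect of over 55% in size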
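We seeded p53-null H1299-neo cells, incubated them overnight at 37C, and added compounds across a range up to 46 uM. After 24 hours at 32C, ATP reagent was applied for 20 min at room temperature and luminescence recorded.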
p53null 39C kill = selectivity test: cytotoxicity in p53 null cells, nonpermissive temperature; hit rate 0.97% among 55,000; AID 904; H1299 p53-null (neo) cells, 39C, ATPlite viability, 24 h; Potency, µM (series often up to 46.1 µM), inactives show top-dose activity, negative = cell killing, usual class: cytotoxic;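 also: 0% = DMSO only and -100% = full killing by 100 µM tamoxifen; nearly all actives have a fitted effect of over 50% in size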
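ATP-luminescence viability readout (ATPlite, 20 min RT) after 24 hr compound treatment at 39C of H1299-neo or H1299-p53A138V cells; titration up to 46 uM; normalized to DMSO and 100 uM tamoxifen; Hill-fit AC50.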
Active calls of the source: *; u = inconclusive; [ ] = remark or other dose. Calls follow the shape of the dose curve; as a rule, active = well fitted cell-killing curve with a large enough effect; inconclusive = small, poorly fitted or top-dose-only effect; inactive = no such curve, though single readings can be large or run the other way. Potency is read from the fitted curve at half-maximal effect. Some of the compounds tested; count on the stated rates, not on these rows.

compound	p53null 32C tox	p53null 39C kill
CC(=O)Nc1c(Br)cc(N2C(=O)CCC2=O)cc1Br	1%	-4%
O=C(CSc1ccc(-c2ccco2)nn1)NCc1ccccc1Cl	-7%	1%
C=CCOC(=O)COc1ccc2c(C)c(C)c(=O)oc2c1C	6%	-3%
Cc1ccc(Cc2nnc3n(-c4ccccc4)nc(C(=O)c4ccccc4)n3c2=O)cc1	5%	-9%
Cc1ccccc1OCCn1c(=O)sc2ccccc21	-3%	-22%
Cc1nn(C(C)c2n[nH]c(=S)n2-c2cccc(Cl)c2)c(C)c1[N+](=O)[O-] (stereo not given)	-7%	-4%
Cc1cc(C)cc(NC(=S)N=Nc2c(O)n(C)c3ccc(S(=O)(=O)N4CCOCC4)cc23)c1	0%	-16%[1.84 µM]
CCCCNC(=O)CSc1nnc(-c2ccc(S(=O)(=O)N3CCCC3)cc2)n1C	-1%	4%
O=C(CN(C1CCCCC1)S(=O)(=O)c1ccc(F)cc1)Nc1ccc2c(c1)OCO2	-9%	-1%
O=C(NC1CCCCC1)N1CCCC1	3%	35%
CCOC(=O)CSc1nc(NC#N)nc(N(CC)CC)n1	11%	11%
C=CCNc1nc(-c2cc3ccccc3o2)cs1	u	u
O=C(NCc1ccco1)C(c1ccco1)N(Cc1cccs1)C(=O)Cn1nnc2ccccc21 (stereo not given)	9%	13%
O=C(O)CCCC(=O)Nc1ccc(Br)cc1C(=O)O	-10%	-2%
CCc1cc2cc(C)ccc2nc1SCC(=O)Nc1cc(C)on1	2%	12%
Cc1cccc(-n2c(O)c(/C=N/NC(=O)c3ccccc3Cl)c3ccccc3c2=O)n1	-18%	-2%
O=C(c1nn2cccnc2c1Cl)N1CCN(c2ccccc2)CC1	0%	-23%
O=c1c2[nH]c3cccc(Cl)c3c2ncn1CCN1CCCCC1	5%	14%
c1ccc(Cc2nnc3sc(C4COc5ccccc5O4)nn23)cc1 (stereo not given)	2%	6%
COc1ccc(CN2C3CCCC2CC(NC(=O)Nc2ccccc2C)C3)cc1 (stereo not given)	-7%	7%
COc1cc(OC)nc(NC(=O)CS(=O)(=O)c2ccccc2)n1	-17%	u
COC(=O)c1cc(NC(=O)CN(c2ccc(OC)cc2)S(=O)(=O)c2ccc(F)cc2)ccc1Cl	6%	1%
Cc1ccc(CN(C(=O)c2csnn2)C(C(=O)NC2CCCC2)c2ccc(C)o2)cc1 (stereo not given)	-6%	-5%
Cc1ccc(S(=O)(=O)N(CC(=O)N2CCCC2)C2CCCCC2)cc1	2%	-12%
Clc1ccc(N2COC3c4cccc5cccc(c45)C32)cc1 (stereo not given)	1%	2%
OC(COC(c1ccccc1)c1ccccc1)CN1CCCCC1 (stereo not given)	-9%	-14%
Cc1ccc(N2C(=O)C3N=NN(CC(=O)N4N=C(c5cccc6ccccc56)CC4c4ccccc4)C3C2=O)cc1 (stereo not given)	-14%	-6%
O=[N+]([O-])c1ccc(Cl)cc1Sc1nc2ccccc2o1	18%	-18%
O=C1CC(=C2c3ccccc3-c3ccccc32)C(=O)N1CCCCN1CCN(c2ccccc2)CC1	-1%	-6%
Cc1ccc(CNC(=O)COC(=O)CSc2ccc(Br)cc2C)cc1	10%	20%[1.84 µM]

Some of the entries above in another layout.
Cc1ccc(CN(C(=O)c2csnn2)C(C(=O)NC2CCCC2)c2ccc(C)o2)cc1 (stereo not given)
  p53null 32C tox: -6%
  p53null 39C kill: -5%

Cc1ccc(S(=O)(=O)N(CC(=O)N2CCCC2)C2CCCCC2)cc1
  p53null 32C tox: 2%
  p53null 39C kill: -12%

Clc1ccc(N2COC3c4cccc5cccc(c45)C32)cc1 (stereo not given)
  p53null 32C tox: 1%
  p53null 39C kill: 2%

OC(COC(c1ccccc1)c1ccccc1)CN1CCCCC1 (stereo not given)
  p53null 32C tox: -9%
  p53null 39C kill: -14%

Additional entries:
compound	p53null 32C tox	p53null 39C kill
Cc1nonc1OCC(C)(COc1nonc1C)NC(=O)c1ccc(Cl)cc1	-3%	-2%
COC(=O)c1cnn2c(C(F)(F)F)cc(-c3ccccc3)nc12	0%	-8%
COc1ccc(-c2nnc(SCC(=O)N3c4ccccc4Sc4ccccc43)o2)cc1	1%	-3%
Cc1ccc2cc(CCNC(=O)CC(C)C)c(=O)[nH]c2c1	6%	1%
COc1cccc(C(=O)NCc2nnc(SCC(=O)Nc3nccs3)n2-c2cccc(C)c2)c1	10%	-17%
Cc1ccc2c(c1)N(CC(=O)N(Cc1ccccn1)Cc1ccco1)C(=O)C(C(C)C)O2 (stereo not given)	3%	11%
COC(=O)C1C(c2ccccc2)C(C(=O)OCc2ccco2)C1c1ccccc1 (stereo not given)	-14%	-23%
O=C(CNc1c(Br)cc(Br)cc1Br)NN=C1CCCCC1	3%	-2%
O=C(Nc1nc(-c2cccs2)cs1)c1ccc(Cl)s1	-6%	10%
COc1cccc(C(C(=O)NCc2ccco2)N(Cc2ccco2)C(=O)Cn2nnc3ccccc32)c1 (stereo not given)	-6%	10%
CCOc1ccc(OCc2ccc(C(=O)N3CCOCC3)cc2)cc1	-1%	14%
CCc1cccc(C)c1N(C(=O)Cn1c(CO)nc2ccccc21)C(C)COC (stereo not given)	8%	-2%
COc1ccc(NC(=O)CSc2ccccc2)c(OC)c1	-10%	6%
CC(=O)C1C(c2ccccc2)c2c(n[nH]c2C)CC1(C)O (stereo not given)	10%	-7%
O=C(Nc1ccc(Cl)cc1C(=O)NCC1CCCO1)c1ccc(Cl)cc1Cl (stereo not given)	-8%	24%[1.84 µM]
CC(/C=C/c1ccccc1)=N\NC(=O)C1CC1(C)c1ccccc1 (stereo not given)	9%	32%
O=C(CCC(=O)N(c1cccc(F)c1)C(C(=O)NC1CCCC1)c1ccncc1)Nc1cccnc1 (stereo not given)	2%	1%
C=CCn1c(SCC(=O)c2cccs2)nc2sc(C)c(C)c2c1=O	-2%	2%
Cc1cc(=O)n(C)c(=O)n1CCCCCCN1CCCC1	-1%	-10%
CCCOc1ccc(S(=O)(=O)NNC(=O)c2cc3ccccc3o2)cc1	5%	-2%
Cc1ccc(N2C(=O)c3ccccc3NC2C(C)Cc2ccc3c(c2)OCO3)cc1 (stereo not given)	24%	18%
CCc1cccc(CC)c1NC(=S)NCC(c1cccnc1)N1CCOCC1 (stereo not given)	0%	18%[1.84 µM]
CCn1c(N2CCN(C(=O)NC3CCCCC3)CC2)nc2ccccc21	10%	7%
c1ccc(CNCC2COc3ccccc3O2)cc1 (stereo not given)	2%	0%
Cc1cc(OCCCCCNCCO)ccc1Cl	-18%	u
CCN(CC)CCNC(=O)Cn1cnc2sc(C)c(S(=O)(=O)N3CCOCC3)c2c1=O	-1%	8%
Cc1ccc(-c2nnn(CC(=O)N3c4ccccc4CCc4ccccc43)n2)cc1	1%	2%
COCCN(Cc1cc2ccc(C)cc2n2nnnc12)Cc1nnnn1C(C)(C)C	0%	1%
O=C(Nc1cccc(-c2cn3ccccc3n2)c1)c1cnccn1	-24%	-4%
CNC(=O)c1ccc(Nc2nnc(C)c3ccccc23)cc1	-7%	-4%
COCCN1C(=O)c2ccccc2C(C(=O)NCCCN2CCCC2=O)C1c1c[nH]c2ccccc12 (stereo not given)	6%	-4%
COc1ccc2oc(=O)c(C(=O)NCc3cccnc3)cc2c1	-7%	2%
O=C(CSc1nc2ccccc2s1)Nc1ccc(N2CCOCC2)c(Cl)c1	2%	-1%
CCC(C)Sc1nc2c(c(=O)[nH]c(=O)n2C)n1CC(O)COc1ccccc1C (stereo not given)	-1%	14%
O=c1oc2ccccc2c(NCc2cccc(F)c2)c1[N+](=O)[O-]	-4%	17%
Cc1ccccc1NC(=O)N(CCc1nc2ccccc2[nH]1)Cc1ccccc1	-11%	-6%
CCOC(=O)N1CCN(C(=O)c2ccc3c(=O)n(Cc4ccc(OC)cc4)c(=S)[nH]c3c2)CC1	-1%	-7%
O=C(Nc1ccc(N2CCOCC2)c(Cl)c1)c1cc2ccccc2o1	-25%	-13%
CCOCCCNC(=O)c1ccccc1SCC	-10%	-16%
O=C(Cn1cnc2ccccc2c1=O)N1CCN(c2ccccc2)CC1	4%	-4%
Cc1ccc(C(C)C)c(OCc2ccc(C(=O)N/N=C/c3ccc(O)cc3O)cc2)c1	u	-15%[1.84 µM]
CCOc1ccccc1OCC(=O)Nc1nnc(COC)s1	0%	28%
CCCCCCCCN1C(=O)C(O)=C(C(C)=O)C1c1ccccn1 (stereo not given)	-11%	5%
O=C1C=C(O)CC(c2ccco2)C1 (stereo not given)	-3%	10%
Cn1nnnc1SCC(=O)N1CCCc2ccccc21	-13%	9%
C/C(=N\NS(=O)(=O)c1ccccc1)c1cccc(NC(=O)c2cccc(Cl)c2)c1	-7%	19%[1.84 µM]
CN(C)CC/C=C1/c2ccccc2Sc2c(O)cc(Cl)cc21	18%	-3%
CCOc1ccc(NC(=O)CN2CCN(C3c4ccccc4-c4ccccc43)CC2)cc1	-2%	-17%
Cc1cccc(CSc2nc3c(cc2C#N)CCC3)c1	-1%	4%
Nc1nnc(SCc2ccc(Cl)cc2)s1	-11%	-9%
CCC1CCCCN1Cc1nc2c(c(=O)n(C)c(=O)n2C)n1Cc1ccccc1 (stereo not given)	1%	u
CCC(=O)Nc1cc(C)c(NC(=O)C23CC4CC(CC(C4)C2)C3)cn1	-9%	-11%
NC(=O)CSc1c[nH]c2ccccc12	-7%	-14%
CN(C)/C=C/C=C1C(=O)CCCC1=O	7%	-4%
Fc1cc(Br)ccc1Nc1nc2ccccc2n2nnnc12	2%	21%
CCc1cc(C(c2ccccn2)N2CCN(C)CC2)c(NC(=O)c2ccccc2)s1 (stereo not given)	-4%	-1%
CCC(C)(C)n1nnnc1C(c1ccccn1)N1CCN(c2cccc(OC)c2)CC1 (stereo not given)	1%	1%
FC(F)(F)c1ccc(N=Cc2sc(N3CCOCC3)nc2-c2ccccc2)cc1	-10%	18%
C=CCNC(=O)c1ccc(N(CC=C)S(C)(=O)=O)cc1	-1%	3%
CCCS(=O)(=O)NCc1ccc2c(c1)cc(C)n2C	-1%	6%

Continuation:
compound	p53null 32C tox	p53null 39C kill
O=C(NCc1cccnc1)c1ccc(CN2CCc3ccccc3C2)cc1	1%	10%
Cc1cc(=O)oc(C)c1C(=O)OCC(=O)c1ccc(Br)cc1	-11%	2%
Cc1cccc(C)c1NC(=O)CSc1nc(-c2ccco2)cc(C(F)(F)F)n1	-1%	-7%
Cc1nn(Cc2ccc(Cl)cc2Cl)c(C)c1NC(=O)CCl	5%	13µM*
O=C1OCCC1Sc1nnc(-c2ccc(Cl)cc2)n1Cc1ccccc1 (stereo not given)	4%	13%
CCOc1ccc(/C=C2/C(=O)N(c3ccc(OC)cc3)C(=S)N2CC(=O)OC)cc1OCC	2%	7%
Cc1ccc(-n2c(CNc3ccc(F)cc3)nnc2SCC(=O)N2CCOCC2)cc1	-5%	12%
CCOC(=O)/C(C#N)=C\C1=C(N2CCCC2)CC(C)(C)OC1	-11%	-5%
Cc1csc(NC(=O)CSc2nnc(CCNC(=O)c3cccs3)n2C)n1	-8%	4%
COc1ccccc1C(c1nnnn1CC1CCCO1)N1CCC(C(N)=O)CC1 (stereo not given)	2%	7%
COc1ccccc1NC(=O)CN1CCN(c2ccccn2)CC1	2%	24%
C=CCSc1nnc(-c2ccccc2NC(C)=O)c(=O)[nH]1	4%	10%
C#CC[N+]1(CC#Cc2ccc(C#CC[N+]3(CC#C)CCOCC3)cc2)CCOCC1	6%	5%
COc1ccc(CNc2nc3ccccc3n2CCN2CCOCC2)cc1	-3%	4%
CN(Cc1ccccc1)C(=O)CCSc1nc(-c2ccc3c(c2)OCO3)cc(C(F)(F)F)n1	6%	18%
O=C/C(=C\Nc1ccccn1)c1nc2ccccc2o1	-5%	5%
COc1ccc(-n2nnnc2SCC(=O)N2CCCc3ccccc32)cc1OC	-3%	17%
O=C(CSc1nnc(CCc2nc3ccccc3[nH]2)n1-c1ccccc1)NCc1ccccc1	-4%	-11%
COc1ccccc1NC(=O)CC(NCc1ccccc1)C(=O)O (stereo not given)	-7%	23%
O=[N+]([O-])c1ccc(O)c(/C=N/Nc2ccccn2)c1	u	u
CCCc1sc(N/N=C/c2ccccn2)nc1-c1ccc(F)cc1	-17%	u

Molecules listed so far that contain a cyano group, in the order listed:
compound	p53null 32C tox	p53null 39C kill
CCOC(=O)CSc1nc(NC#N)nc(N(CC)CC)n1	11%	11%
Cc1cccc(CSc2nc3c(cc2C#N)CCC3)c1	-1%	4%
CCOC(=O)/C(C#N)=C\C1=C(N2CCCC2)CC(C)(C)OC1	-11%	-5%
